Compound activity from PubChem.
Yfh1-depleted yeast: enhancers of respiration in Yfh1-depleted yeast, dose response, Friedreich's ataxia, plus single-dose screen (AID 1465); hit rate 0.074% among 220,000; one-dose fold induction at 50 µM; EC50 in µM for titrated hits; S. cerevisiae Yfh1-off respiration, WST-1 reduction, 72 h; higher fold induction means a stronger effect;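 active = fold induction of absorbance versus untreated yeast above a set limit, then at least 30% activation at any dose in follow-up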;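 note: activators that raise dye reduction in frataxin-depleted yeast; strong numbers were not always called active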
NOD1 inhibition: NOD1 signaling inhibitors, primary screen, cell-based, luminescence, uHTS (AID 1578) | NOD1-driven NF-kB luciferase reporter cells, luminescence; higher % means a stronger effect | one-dose inhibition, % at 4 µM; EC50 in µM for titrated hits | hit rate 1% among 290,000; in the data active = inhibition mostly above about 36%, no sharp cut-off; inactive = mostly below about 34%;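 note: HEK-293T reporter cells stimulated with the NOD1 agonist gamma-tri-DAP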
HIV fusion peptide: inhibitors of HIV fusion peptide binding, primary screen, biochemical, uHTS, fluorescence dequenching (AID 1986); cell-free peptide binding, fluorescence dequenching, 30 min; higher % means a stronger effect; inhibition, % at 20 µM; hits with a dose series show IC50 in µM; hit rate 0.3% among 290,000; in the data active = inhibition mostly above about 52%, no sharp cut-off; inactive = mostly below about 76%; note: some results filed as inactive read as strong as hits
KOR beta-arrestin-1: KOR agonists, beta-arrestin recruitment, primary screen, cell-based, luminescence, uHTS (AID 1777); one-dose activation, % at 10 µM; EC50 in µM for titrated hits; hit rate 0.02% among 280,000; KOR beta-arrestin recruitment, luminescence; higher % means a stronger effect; in the data active = activation above about 50%, passing the limit was not always enough; note: a part of the inactive calls stands beside numbers as strong as those of hits
West Nile antiviral: West Nile virus antiviral activity, cell-based, CPE readout (AID 1621); hit rate 0.02% among 290,000; CPE inhibition, % at 10 µM; hits with a dose series show IC50 in µM; West Nile virus-infected cells, CPE inhibition; higher % means a stronger effect; in the data active = a potency from the dose series; note: strong numbers were not always called active
NOD2 inhibition: inhibition of NOD2-driven NF-kB reporter – cell-based, luminescence, uHTS, HEK293 (AID 1566); HEK293 NOD2/NF-kB luciferase reporter, luminescence; higher % means a stronger effect; one-dose inhibition, % at 4 µM; EC50 in µM for titrated hits; hit rate 0.63% among 290,000; note: many of its hits are not listed in these tables
KOR beta-arrestin-2: kappa opioid receptor blockers – cell-based, luminescence, uHTS (AID 1778) | KOR beta-arrestin recruitment, luminescence, antagonist mode; higher % means a stronger effect | one-dose inhibition, % at 10 µM; IC50 in µM for titrated hits | hit rate 0.091% among 290,000; note: strong numbers were not always called active
AID2073: inhibitors of Mint1-CaV2.2 protein interaction, biochemical, HTRF (AID 2073); inhibition, % at 20 µM; hits with a dose series show IC50 in µM; hit rate 0.19% among 290,000; HTRF protein-protein interaction, Mint1-CaV2.2; higher % means a stronger effect; in the data active = inhibition mostly above about 51%, no sharp cut-off; note: some results filed as inactive read as strong as hits
NS5 inhibitors: Dengue-2 NS5 methyltransferase inhibitors, primary screen, biochemical, confirmation dose response (AID 588689); hit rate 0.3% among 340,000; inhibition, % at 25 µM, or IC50 in µM where a hit was titrated; Dengue-2 NS5 methyltransferase capping enzyme assay, biochemical; higher % means a stronger effect; in the data active = a potency from the dose series
NS5 inhibitors pilot replicate: also measured in NS5 inhibitors; calls as there; inhibition, %; measured here: pilot screen replicate inhibition
An asterisk follows results filed as active; i = inactive; nt = not tested or not shown; [ ] = dose if it differs, or a comment. Cut-off read from the data, not from the text of the source, unless noted: active = inhibition above about 50%; inactive = the rest. This is a subset; count on the stated rates, not on these rows.

SMILES	Yfh1-depleted yeast	NOD1 inhibition	HIV fusion peptide	KOR beta-arrestin-1	West Nile antiviral	NOD2 inhibition	KOR beta-arrestin-2	AID2073	NS5 inhibitors	others
O=C(c1cc(-c2ccccn2)nc2ccccc12)N1CCN(c2ncccn2)CC1	i	-24%	-1.9%	-2.1%	0.6%	2%	-6%	-5%	1%
C=CCNc1sc(C(=O)c2ccc(C)cc2)c(N)c1C#N	i	-3%	-3.8%	-3.4%	0.3%	-4%	3%	1%	nt
CC1CC/C(=C\c2ccc3c(c2)OCO3)C(=O)/C1=C/c1ccc2c(c1)OCO2 (configuration not stated)	i	39%	27%	0.5%	0.8%	-1%	6%	-6%	-8%
COc1cc(C=O)ccc1OCC(=O)Nc1ccccc1N1CCOCC1	nt	-24%	-0.7%	0.4%	-0.1%	-56%	-12%	7%	-3%
COc1cccc(NC(=O)CN(C)C(=O)CNC(=O)c2ccccc2F)c1	nt	-5%	2.0%	-1.7%	-0.3%	-1%	12%	1%	2%
CCC[n+]1c(C)sc2c(OC)ccc(OC)c21	i	-26%	-0.2%	-4.2%	0.1%	8%	1%	42%	-3%
COc1ccc(NC(=O)COC(=O)C2=COCCO2)cc1OC	i	-47%	1.4%	-0.7%	0.8%	-3%	-38%	1%	-11%
COC(=O)c1cc2c(ccn2-c2ccc(F)cc2)n1Cc1ccc(C#N)cc1	i	-1%	-0.1%	1.2%	-1.1%	-17%	-56%	3%	-3%
CCOC(=O)CN1CC23C=CC(O2)C(C(=O)Nc2cc(OC)ccc2OC)C3C1=O (configuration not stated)	i	30%	-1.3%	-4.1%	0.4%	2%	-112%	6%	-4%
O=C(N/C=N/OCc1ccc(Cl)cc1Cl)NOCc1c(Cl)cccc1Cl	i	-17%	-0.1%	11%	0.4%	-6%	-57%	-10%	-10%
CC(C(=O)OCC(=O)c1ccccc1)N1C(=O)c2ccccc2C1=O (configuration not stated)	i	-11%	-0.1%	2.9%	0.4%	-13%	20%	1%	1%
COc1cccc(/C(C)=N/Nc2ncc(Cl)cc2Cl)c1	i	-41%	-2.6%	-1.7%	-0.2%	-62%	-17%	0%	-7%
COc1cc(C)c(Br)cc1S(=O)(=O)N1CCOCC1	i	-14%	-2.2%	-6.8%	0.2%	-2%	-14%	10%	-1%
O=C(Nc1ccc(OC(F)(F)F)cc1)c1ccc2nccnc2c1	i	-12%	-0.4%	5.9%	-1.1%	-9%	-11%	5%	-17%
Cc1ccnc(NC(=O)Nc2ccc(F)cc2)c1	i	-27%	-0.5%	2.1%	0.4%	-128%	15%	0%	-4%
C#CCOCCOCCOCCNc1nc(N2CCN(C(=O)[C@H]([C@@H](C)CC)n3cc([C@@H](N)CC(C)C)nn3)CC2)nc(N2CCN(C(=O)[C@H](Cc3cc4ccccc4[nH]3)n3cc([C@@H](N)Cc4ccc(O)cc4)nn3)CC2)n1	nt	-13%	-0.6%	9.3%	nt	3%	24%	18%	nt
O=C(NCCOc1ccccc1)c1ccccc1	i	-56%	-1.9%	6.9%	-0.4%	-101%	7%	-3%	1%
COc1ccc(S(=O)(=O)N(C)C)cc1NC(=O)COC(=O)c1nc2nccc(C)n2n1	i	-4%	-1.4%	1.5%	0.3%	-1%	-3%	8%	-3%
CN(CC(=O)NC(c1ccccc1)c1ccccc1)Cc1nc2ccccc2c(=O)[nH]1	i	-22%	0.4%	4.3%	-0.1%	0%	-16%	1%	-2%
Cc1ncoc1C(=O)Nc1ccccc1-c1ccccc1	i	-21%	1.6%	-1.6%	-0.5%	7%	0%	1%	1%
CCN(CC)S(=O)(=O)c1ccc(C)c(NC(=O)c2cc(C)oc2C)c1	i	-26%	-0.7%	3.4%	-0.7%	15%	-49%	-11%	-4%
CCOC(=O)N1CCC(n2c(=S)[nH]c3ccccc3c2=O)CC1	i	5%	0.5%	-0.8%	0.0%	15%	26%	-54%	-2%
CN1/C(=C\C(=O)C[n+]2ccc3ccccc3c2)C(C)(C)c2ccccc21	i	47%*	3.9%	3.9%	2.3%	28%	-40%	-8%	nt
CCCCOc1cccc(C(=O)NC(=S)Nc2ccc(Cl)c(C(=O)O)c2)c1	i	-44%	8.8%	-7.2%	0.2%	-5%	-15%	0%	16%
CC/C(C)=N/Nc1nc(-c2cc3cccc(OC)c3oc2=O)cs1	i	-11%	12%	-0.5%	0.3%	-78%	-24%	39%	nt
Cc1ccc(CC(CC(=O)Nc2cccc(C(F)(F)F)c2)C(=O)O)cc1 (configuration not stated)	i	0%	3.2%	-6.3%	0.2%	0%	-6%	-9%	60%
CCN(CC)c1ccc2cc(-c3nc(-c4ccc(OC)cc4)cs3)c(=O)oc2c1	i	-11%	151%	-0.1%	-0.9%	2%	8%	13%	nt
CCc1cccc(C)c1NC(=O)C(c1ccccc1)N1CCC1=O (configuration not stated)	i	-23%	0.7%	0.0%	0.8%	9%	18%	0%	-2%
COc1ccc(Cn2c(SCc3ccc(C)cc3)nc3cc(OC)c(OC)cc3c2=N)cc1Cl	i	-4%	-3.1%	2.6%	-2.2%	6%	-19%	23%	-11%	NS5 inhibitors pilot replicate=-3.2
COc1ccc(NC(=O)C2CCCN(c3nccc(C)n3)C2)cc1 (configuration not stated)	i	-17%	0.2%	-5.0%	-0.2%	12%	1%	5%	-10%
CC(C)(C)NC(=O)N1c2ccccc2Sc2ccccc21	nt	0%	-0.6%	-2.4%	-1.0%	12%	-3%	-10%	-5%
O=C(NCc1ccccc1)C1CCN(c2nc(-c3ccccc3)nc3c2CCC3)CC1	nt	16%	1.7%	-0.8%	0.3%	-23%	15%	4%	-3%
Cc1nc2sc(C(c3ccc(C(C)C)cc3)N3CCN(CCO)CC3)c(O)n2n1 (configuration not stated)	i	-8%	0.2%	-3.9%	0.0%	0%	-16%	-6%	0%
CC(=O)c1c(C)[nH]c(C(=O)Nc2cccnc2)c1C	i	-5%	-1.9%	0.9%	0.5%	1%	-3%	1%	-3%
O=C(c1cccc(F)c1)N1CCCN(C(=O)c2cccc(F)c2)CC1	i	0%	1.1%	1.6%	0.5%	-3%	23%	-1%	-3%
Cc1ccc2oc(-c3cccc(NC(=O)C4CCCO4)c3)nc2c1 (configuration not stated)	i	-28%	-1.8%	0.9%	-0.5%	-67%	-18%	4%	-4%
CCOc1cc(C=O)ccc1OS(=O)(=O)c1ccc(NC(C)=O)cc1	i	-10%	1.9%	0.2%	-1.3%	14%	0%	-3%	3%
Clc1ccc(-c2cn3c(n2)CCC3)cc1	i	-42%	2.2%	4.5%	0.1%	-44%	-15%	0%	-12%
COc1ccccc1C1CCN(C(=O)c2ccco2)CC1	i	-6%	-2.0%	nt	-0.2%	4%	-4%	-6%	-10%
Cc1cc(/C=C2\SC(=S)NC2=O)c(C)n1-c1ccc(O)cc1	i	2%	41%	26%	0.0%	-175%	41%	-7%	-36%
COc1cc(CNCCc2ccc(S(N)(=O)=O)cc2)ccc1OCC(=O)NC1CCCCC1	i	nt	-3.6%	-1.8%	-0.4%	11%	-13%	-2%	-6%
CCOc1ccc2nc(SCC#N)c(C#N)cc2c1	i	68%*	-2.6%	-4.3%	1.0%	36%	39%	2%	4%
CCn1cc(C(=O)O)c(=O)c2cc(F)c(N3CCN(C(=S)NC(=O)c4ccccc4)CC3)cc21	i	-6%	1.0%	0.8%	0.1%	21%	18%	-6%	-10%
O=C(c1ccccc1)N1CCCCC(Cl)C1=O (configuration not stated)	i	-29%	0.6%	-6.4%	-0.1%	9%	-5%	2%	-3%
O=C(CS(=O)(=O)c1ccccc1)c1cc2cc(F)ccc2oc1=O	nt	-27%	11%	-1.1%	-0.6%	0%	-3%	-5%	>100µM*
CCN(CC)S(=O)(=O)c1cc(NC(=O)C(=O)c2c(-c3ccccc3)cc3ccccn23)ccc1C	i	40%	-2.0%	nt	-0.6%	13%	24%	0%	-6%	NS5 inhibitors pilot replicate=-3.6
CN(C)c1ccc(C(=O)Nc2cc(C(F)(F)F)ccc2-n2cncn2)cc1	i	8%	-1.3%	3.6%	-0.1%	15%	-27%	6%	-1%
CCc1nnc(NC(=O)c2nn(-c3ccccc3)nc2C)s1	i	-7%	0.0%	-0.9%	0.1%	18%	-2%	15%	7%
Cc1oc2ccc(Br)cc2c(=O)c1-c1nn[nH]n1	i	-18%	-1.1%	-6.2%	-0.5%	8%	4%[20 µM]	1%	-3%
Cc1ccnc(SCC(=O)N2CCN(C(c3ccccc3)c3ccccc3)CC2)n1	i	3%	-2.9%	2.2%	-0.5%	8%	28%	-21%	1%	NS5 inhibitors pilot replicate=-0.9
CC1=NN(c2cccc(Cl)c2)C(=O)C1	i	8%	13%	2.1%	0.4%	13%	-11%	0%	6%
COc1ccc(NC(=O)Cn2cnc3c(cnn3C(C)(C)C)c2=O)cc1OC	i	-3%	-3.0%	-3.6%	0.0%	-4%	-15%	-16%	-5%
Cc1cc(C)nc(NC(=O)c2cc(Br)ccc2Cl)n1	i	-39%	-2.2%	-5.5%	1.4%	13%	2%	2%	-9%
Cc1ccc(Cn2ccc(NC(=O)c3cc(C(C)C)on3)n2)cc1	i	-39%	-1.7%	-10%	-0.3%	-28%	8%	3%	-3%
CCCS(=O)(=O)c1cscc1NC(=O)c1c(-c2c(F)cccc2Cl)noc1C	i	-7%	-2.1%	3.5%	-1.2%	9%	18%	9%	5%
Cc1cc(C)nc(NC(=S)NC(=O)c2ccccc2)n1	nt	-14%	1.1%	6.6%	-0.1%	8%	-12%[20 µM]	-2%	7%

A draw from above in order of length of the SMILES, low to high.
SMILES	Yfh1-depleted yeast	NOD1 inhibition	HIV fusion peptide	KOR beta-arrestin-1	West Nile antiviral	NOD2 inhibition	KOR beta-arrestin-2	AID2073	NS5 inhibitors	others
CCOc1ccc2nc(SCC#N)c(C#N)cc2c1	i	68%*	-2.6%	-4.3%	1.0%	36%	39%	2%	4%
Cc1cc(C)nc(NC(=O)c2cc(Br)ccc2Cl)n1	i	-39%	-2.2%	-5.5%	1.4%	13%	2%	2%	-9%
CCc1nnc(NC(=O)c2nn(-c3ccccc3)nc2C)s1	i	-7%	0.0%	-0.9%	0.1%	18%	-2%	15%	7%
O=C(CS(=O)(=O)c1ccccc1)c1cc2cc(F)ccc2oc1=O	nt	-27%	11%	-1.1%	-0.6%	0%	-3%	-5%	>100µM*
COc1ccc(NC(=O)Cn2cnc3c(cnn3C(C)(C)C)c2=O)cc1OC	i	-3%	-3.0%	-3.6%	0.0%	-4%	-15%	-16%	-5%
CN(C)c1ccc(C(=O)Nc2cc(C(F)(F)F)ccc2-n2cncn2)cc1	i	8%	-1.3%	3.6%	-0.1%	15%	-27%	6%	-1%
COc1cc(CNCCc2ccc(S(N)(=O)=O)cc2)ccc1OCC(=O)NC1CCCCC1	i	nt	-3.6%	-1.8%	-0.4%	11%	-13%	-2%	-6%
CCn1cc(C(=O)O)c(=O)c2cc(F)c(N3CCN(C(=S)NC(=O)c4ccccc4)CC3)cc21	i	-6%	1.0%	0.8%	0.1%	21%	18%	-6%	-10%
